Yeast tox: Compounds toxic to wild-type S. cerevisiae growth | hit rate 0.3% among 30,000 | A595 turbidity, 16 h | growth inhibition, % at 25 µM (by protocol);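 active = mutant and wild-type yeast strains alike exhibit over 30% growth inhibition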;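 note: 0% = untreated cell controls and 100% = YPD media blanks without cells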
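Incubation: 16 h growth with compound, 30 °C; Material: S. cerevisiae wild-type or eIF2Bepsilon-R284H mutant strain; Signal: turbidity measured as absorbance at 595 nm; Medium: YPD yeast growth medium; Measure: growth inhibition (%) versus cell controls and blanks; Doses: 25 µM single dose.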
eIF2B yeast act: eIF2B (yeast) activity modulation; S. cerevisiae eIF2B-epsilon R284H, GCN4-lacZ luminescence; hit rate 0.91% among 27,000; inhibition, % at 25 µM (by protocol);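 active = mutant luminescence inhibited past about 50% while wild type luminescence and mutant growth stay under set limits, limit read from the data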; note: some compounds called inactive have numbers as strong as hits
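System: Yeast eIF2B-epsilon R284H mutant carrying GCN4–beta-galactosidase fusion | Read-out basis: Percent inhibition, luminescence and growth | Compound: 25 µM single dose | Times: 16 h at 30 °C exposure | Measured by: Luminescence and A595 | Buffer or medium: YPD medium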
Yeast tox inhibition %: also measured in Yeast tox; calls as there; growth inhibition, %; S. cerevisiae eIF2Bepsilon-R284H mutant growth, A595 turbidity, 16 h;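 each compound tested once at 25 µM; 0% equals untreated cells and 100% equals cell-free medium blanks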
eIF2B yeast act mutant toxicity: recorded beside eIF2B yeast act, whose call it bears; growth inhibition, %; measured here: mutant yeast growth, toxicity;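 each compound tested once at 25 µM; zero equals untreated control growth and 100 equals blank medium absorbance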
* hit, by the source's call; nt = no result given.

SMILES	Yeast tox	Yeast tox inhibition %	eIF2B yeast act	eIF2B yeast act mutant toxicity
Cc1cc(C(=O)CSc2nnc(-c3ccccc3)n2Cc2ccc3c(c2)OCO3)c(C)n1C	-67	-27	-21	-27
O=C(NCCCn1ccnc1)c1csc2ccccc12	-4	5	-2	5
Cc1ccc(S(=O)(=O)Cc2cn3cccnc3n2)cc1	-8	-23	21	-23
CCOC(=O)C1=C(C)Nc2ncnn2C1/C=C/c1ccccc1 (stereo unspecified)	2	5	19	5
O=C(CNC(=O)c1ccco1)NCC(=O)OCc1ccc(C(=O)Oc2ccc(Cl)cc2)cc1	-9	17	19	17
COC(=O)c1cc(OC)c(OC)cc1NC(=O)Nc1ccc(OC)cc1	17	11	-37	11
O=C(CSc1nnc(-c2ccc(Cl)cc2)n1Cc1ccco1)NCc1ccc2c(c1)OCO2	20	-21	-7	-21
c1ccc(N2CCN(c3ncnc4sc5c(c34)CCC5)CC2)cc1	-3	-13	0	-13
Cc1csc(SCCn2c(N3CCN(c4ccccc4)CC3)nc3c2c(=O)[nH]c(=O)n3C)n1	0	4	20	4
Cc1nc(C)c(C(=O)C2=C(O)C(=O)N(CCCn3ccnc3)C2c2ccc(Cl)cc2)s1 (stereo unspecified)	13	8	19	8
CCc1ccc(CNn2cnnc2SCC(=O)NC(C)(C)C)cc1	nt	nt	4	nt
Cc1cc(NC(=O)CN2CC(C)OC(C)C2)n(-c2nc3ccccc3s2)n1 (stereo unspecified)	5	-7	2	-7
O=C1CC(c2ccncc2)c2cc3c(cc2N1)OCCO3 (stereo unspecified)	11	-8	-9	-8
CC(NC(=O)c1ccc(-c2cc(C(F)(F)F)ccc2Cl)o1)c1ccccc1 (stereo unspecified)	8	5	nt	nt
C=CCC(NCc1ccccc1)c1ccco1 (stereo unspecified)	22	2	9	2
Cc1cc2nsnc2c(S(=O)(=O)NCC(=O)O)c1C	14	13	15	13
COc1ccc(N(CC(O)Cn2nnc3ccccc32)S(=O)(=O)c2ccc(C)cc2)cc1 (stereo unspecified)	30	20	21	20
COc1cccc(CC(NC(C)=O)C(=O)NC2CCN(c3nnnn3-c3ccccc3)CC2)c1 (stereo unspecified)	0	9	25	9
COc1cc(NC(=O)c2ccc(COCC(F)(F)F)o2)cc(OC)c1OC	9	10	-1	10
CN=C1SC(CC(=O)Nc2ccc(N3CCOCC3)cc2)C(=O)N1C (stereo unspecified)	-2	0	0	nt
CCCc1nnc(SCC(=O)Nc2ccc(OCC)cc2)n1N	-1	-18	34	-18
COc1ncnc2c1cnn2-c1ccccc1	-3	5	19	5
Cc1c(C(=O)N2CCN(C)CC2)oc2ccc(S(=O)(=O)N3CCOCC3)cc12	-7	14	20	14
O=C(c1c(F)c(F)c(F)c(F)c1F)N(Cc1ccccc1)Cc1ccccc1	19	3	21	3
Brc1c(CSc2nncn2-c2ccccc2)nc2ncccn12	-7	-9	8	-9
CCN(CC)CCOC(=O)c1cccc(Cl)c1	-11	-8	11	-8
CN(CCNC(=O)c1ccc(/C=N/O)nc1)Cc1ccccc1	24	14	17	14
CCc1c(O)nc(SCC(=O)Nc2ccc(C)cc2)n(C2CCCCC2)c1=O	11	4	24	4
O=C1CC(Nc2ccccc2)C(=O)N1Cc1ccccc1 (stereo unspecified)	7	8	18	8
Cc1cc(C)c(NC(=O)CS(=O)CC(=O)NC2CCCc3ccccc32)c(C)c1 (stereo unspecified)	16	3	20	3
O=C(Cn1cnc2c(nnn2Cc2ccc(F)cc2)c1=O)N1CCCc2ccccc21	6	-4	16	-4
COc1ccc(S(=O)(=O)N2C3CCC2CC(NC(=O)C2CC2)C3)cc1 (stereo unspecified)	1	4	-8	4
COc1ccc(-n2nc(C(=O)NCc3ccco3)c3c4ccccc4n(C)c3c2=O)cc1	-44	-17	20	-17
CCn1c(COc2ccccc2C)nnc1SCC(=O)NCc1ccccc1	8	-6	-46	-6
Cc1cc(C)n(S(=O)(=O)/C=C/c2ccccc2)n1	-2	5	13	5
CN1CCN(S(=O)(=O)c2cccc(C(=O)N(c3ccccn3)C3CCCCC3)c2)CC1	11	0	7	nt
C1CCC(c2nn3c(-c4n[nH]c5c4CCC5)nnc3s2)CC1	14	-15	11	-15
CC(=O)Oc1ccc(N(C(C)=O)S(=O)(=O)c2cccs2)c2ccccc12	21	10	15	10
Cc1ccc(C)c(C(=O)NC2CC(C)(C)NC(C)(C)C2)c1	6	-7	21	-7
CCn1ccnc1C(O)c1ccc(N(C)C)cc1 (stereo unspecified)	nt	nt	20	nt

Compounds above that have an aryl thioether with sulfur outside any ring:
SMILES	Yeast tox	Yeast tox inhibition %	eIF2B yeast act	eIF2B yeast act mutant toxicity
Cc1cc(C(=O)CSc2nnc(-c3ccccc3)n2Cc2ccc3c(c2)OCO3)c(C)n1C	-67	-27	-21	-27
O=C(CSc1nnc(-c2ccc(Cl)cc2)n1Cc1ccco1)NCc1ccc2c(c1)OCO2	20	-21	-7	-21
Cc1csc(SCCn2c(N3CCN(c4ccccc4)CC3)nc3c2c(=O)[nH]c(=O)n3C)n1	0	4	20	4
CCc1ccc(CNn2cnnc2SCC(=O)NC(C)(C)C)cc1	nt	nt	4	nt
CCCc1nnc(SCC(=O)Nc2ccc(OCC)cc2)n1N	-1	-18	34	-18
Brc1c(CSc2nncn2-c2ccccc2)nc2ncccn12	-7	-9	8	-9
CCc1c(O)nc(SCC(=O)Nc2ccc(C)cc2)n(C2CCCCC2)c1=O	11	4	24	4
CCn1c(COc2ccccc2C)nnc1SCC(=O)NCc1ccccc1	8	-6	-46	-6

Reformatted as labelled records: entries from further up
mol: COc1ccc(-n2nc(C(=O)NCc3ccco3)c3c4ccccc4n(C)c3c2=O)cc1
  Yeast tox: -44
  Yeast tox inhibition %: -17
  eIF2B yeast act: 20
  eIF2B yeast act mutant toxicity: -17
mol: COc1ncnc2c1cnn2-c1ccccc1
  Yeast tox: -3
  Yeast tox inhibition %: 5
  eIF2B yeast act: 19
  eIF2B yeast act mutant toxicity: 5
mol: Cc1cc(C)c(NC(=O)CS(=O)CC(=O)NC2CCCc3ccccc32)c(C)c1 (stereo unspecified)
  Yeast tox: 16
  Yeast tox inhibition %: 3
  eIF2B yeast act: 20
  eIF2B yeast act mutant toxicity: 3
mol: Cc1c(C(=O)N2CCN(C)CC2)oc2ccc(S(=O)(=O)N3CCOCC3)cc12
  Yeast tox: -7
  Yeast tox inhibition %: 14
  eIF2B yeast act: 20
  eIF2B yeast act mutant toxicity: 14

(continued)
SMILES	Yeast tox	Yeast tox inhibition %	eIF2B yeast act	eIF2B yeast act mutant toxicity
CC(C)c1nc(SCC(=O)Nc2ccc3c(c2)OCO3)n[nH]1	3	11	nt	nt
CCOC(=O)NC(=O)CSc1nc2ccc(OCC)cc2[nH]1	8	10	-20	10
Cc1nc(SCC(=O)c2c(C)[nH]c3ccccc23)c2c(=O)n(C)c(=O)n(CC(C)C)c2n1	-12	-25	-29	-25
COc1cccc(OC)c1/C(O)=C(\C#N)c1nc2ccccc2[nH]1	-6	0	22	nt
CCOC(=O)C1(C(=O)O)NC(=O)CC1c1ccccc1 (stereo unspecified)	38	-18	7	-18
CN(C)c1nc(-c2ccccc2)c2cnn(Cc3ccccc3)c2n1	-5	13	9	13
Cc1cc(C(=O)OCC(=O)NC(C)(C)C)c2ccccc2n1	3	3	nt	nt
CC(C)(C)n1nnnc1CN1CCN2CCCC2C1 (stereo unspecified)	-6	0	43	nt
CCCCC(=O)Nc1nnn(CCC)n1	1	4	nt	nt
CCOc1ccc(OCC)c(NC(=O)CN2CCN(c3cccc(C)c3C)CC2)c1	-4	-4	-4	-4
Cn1cnnc1SCC(=O)Nc1sc2c(c1C(N)=O)CCC2	9	7	14	7
Cc1ccc(-n2ncc3c(NCCCN4CCCC4=O)ncnc32)c(C)c1	9	11	26	11
COCc1nnc(NC(=O)CCSc2ccccc2)s1	8	14	nt	nt
COc1cc2c(cc1NS(=O)(=O)N1CCCCC1)oc1ccccc12	22	16	15	16
COCCSc1ccccc1C(=O)Nc1ccncc1	-8	-9	-10	-9
Cc1cc2c(c(=O)n1CCc1ccccc1)C(C(C)C)C(C#N)=C(N)O2 (stereo unspecified)	-22	-38	22	-38
Cc1cc(C(=O)CSc2n[nH]c(N)n2)c(C)n1-c1ccc(F)cc1	-23	-10	15	-10
Cc1ccc(-n2c(O)cnc2Nc2nc(C)cc(C)n2)cc1	-4	-48	18	-48
Nn1cnnc1SC1CCCCC1NS(=O)(=O)c1ccccc1 (stereo unspecified)	-16	-7	49	-7
Cc1c(Br)c(C(F)(F)F)nn1CC(=O)NCC1CCCO1 (stereo unspecified)	-8	0	13	nt

Looked up by structure from the list above, three records:
SMILES	Yeast tox	Yeast tox inhibition %	eIF2B yeast act	eIF2B yeast act mutant toxicity
COc1cc2c(cc1NS(=O)(=O)N1CCCCC1)oc1ccccc12	22	16	15	16
Cc1cc(C(=O)OCC(=O)NC(C)(C)C)c2ccccc2n1	3	3	nt	nt
CCOc1ccc(OCC)c(NC(=O)CN2CCN(c3cccc(C)c3C)CC2)c1	-4	-4	-4	-4

Following part
SMILES	Yeast tox	Yeast tox inhibition %	eIF2B yeast act	eIF2B yeast act mutant toxicity
CCC(O)c1cc2c(cc1NC(=O)c1cccs1)OCCO2 (stereo unspecified)	-2	-11	36	-11
COc1ccc2nc(C(C)O)[nH]c2c1 (stereo unspecified)	-2	15	-32	15
CCN(CC)S(=O)(=O)c1ccc(NC(=O)CSc2nnc(-c3cccc(OC)c3)n2C)cc1	8	-38	24	-38
CCC(C)NC(=O)N[C@@H](CCSC)C(=O)OC (stereo partly specified)	7	-5	0	-5
O=C(O)CCc1ncc(C(F)(F)F)cc1Cl	32	8	14	8
CS(=O)(=O)N1CCC(C(=O)Nc2ccc(OCc3ccccc3)cc2)CC1	-29	-33	22	-33
COc1ccc(-n2c(=O)c3ccccc3n(Cc3ccc(F)cc3)c2=O)cc1OC	17	10	nt	nt
COc1cc(NC(=O)c2ccc(Br)o2)ccc1NC(=O)C(C)C	-8	0	nt	nt
Cc1ccccc1NC(=O)NC1(C(=O)NCCCN2CCOCC2)CCCCC1	-13	5	17	5
Cc1ccc(Cl)cc1NC(=O)CSC(N)=O	16	3	7	3
CCCCNC(=O)C1CCCN1C(=O)Nc1ccccc1 (stereo unspecified)	-2	18	22	18
CCN(CC)S(=O)(=O)c1ccc(S(=O)(=O)N(CC(=O)Nc2ccccc2)Cc2ccco2)cc1	-15	47	34	47
Nc1nnc(CCC2CCCCC2)s1	-7	10	-15	10
O=C(OC(C(=O)NC1CCCCC1)c1ccccn1)c1cccs1 (stereo unspecified)	-10	-30	12	-30
CCOC(=O)c1ccc(NC(=O)CCOc2ccc(C)cc2)cc1	12	5	19	5
O=C(CSc1nnc(Cc2ccccc2)n1-c1ccc(Cl)cc1)N1CCOCC1	10	-8	15	-8
CSc1nc(C)cc(SCCO)n1	-2	16	32	16
CC(=O)c1cccc(NC(=O)NCCS(C)=O)c1 (stereo unspecified)	-3	-4	-3	-4
Cc1ccc(C(=O)Nc2ccc3c(c2)ncn3C)cc1	-3	12	44	12
Cc1ccc2cc(CN(Cc3cccs3)Cc3nnnn3CC3CCCO3)c(=O)[nH]c2c1 (stereo unspecified)	0	-38	20	-38
CCCCN(CCCNC(=O)CN1C(=O)COc2ccccc21)c1ccccc1	-16	-7	41	-7
CC1CCC(NC(=O)CN2CCCN(Cc3ccc(F)cc3Cl)C2=O)CC1 (stereo unspecified)	17	-11	24	-11
CCN(C(=O)c1cc2cccc(OC)c2oc1=O)C1CCCCC1	-23	-7	nt	nt
COC(=O)C1=C(C)N(CCc2ccccc2)C(=O)C1	11	-2	17	-2
Cc1nn(C)c(C)c1C(=O)NN	6	12	4	12
Cc1ccc(C2(CC(=O)N3CCCC3)CCOC(C(C)C)C2)cc1 (stereo unspecified)	11	15	21	15
Cc1ccc(Oc2nc3ccccc3n3c(C)nnc23)cc1	-32	-5	9	-5
O=C(COC(=O)C1CCCN1C(=O)c1cccs1)Nc1ccc2c(c1)OCO2 (stereo unspecified)	-6	10	-5	10

Screening data from PubChem BioAssay.

Not all compounds are listed (hit frequency here may not be typical).
